FBW7 act: human FBW7 E3 ligase activation, primary screen; AlphaScreen FBW7–phospho-cyclin E peptide binding, activator screen; Q969H0; 0.13% of 650,000 active; normalized activity (activation), % at 26.1 µM; in the data active = normalized activity above about 1.9%;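 note: purified mutant Fbw7 with reduced substrate affinity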
Target sequence (Q969H0 whole entry, looked up): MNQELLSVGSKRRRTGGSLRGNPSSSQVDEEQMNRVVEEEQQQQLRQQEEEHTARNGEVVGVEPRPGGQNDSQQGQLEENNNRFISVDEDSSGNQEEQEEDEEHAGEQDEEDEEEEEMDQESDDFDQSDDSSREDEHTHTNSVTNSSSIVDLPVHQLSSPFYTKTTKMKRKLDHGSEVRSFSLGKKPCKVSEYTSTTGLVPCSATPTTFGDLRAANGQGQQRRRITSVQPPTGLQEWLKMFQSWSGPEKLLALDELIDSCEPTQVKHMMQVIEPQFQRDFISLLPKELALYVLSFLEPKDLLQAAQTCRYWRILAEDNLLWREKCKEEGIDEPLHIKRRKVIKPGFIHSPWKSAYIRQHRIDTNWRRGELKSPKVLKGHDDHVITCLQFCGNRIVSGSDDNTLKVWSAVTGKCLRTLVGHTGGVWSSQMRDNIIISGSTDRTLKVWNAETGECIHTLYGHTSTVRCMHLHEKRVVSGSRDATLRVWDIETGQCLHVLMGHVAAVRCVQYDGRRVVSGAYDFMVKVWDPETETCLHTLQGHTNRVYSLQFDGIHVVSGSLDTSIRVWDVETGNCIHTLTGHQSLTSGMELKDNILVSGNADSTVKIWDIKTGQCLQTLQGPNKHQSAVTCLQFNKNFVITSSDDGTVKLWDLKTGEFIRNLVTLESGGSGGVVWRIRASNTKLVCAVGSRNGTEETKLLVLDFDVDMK
GPR151 activ: activates the human receptor GPR151. 1% of 650,000 active. AID 1508602. Q8TDV0. PathHunter beta-arrestin GPR151 cells, luminescence. activation, % at 11.2 µM; in the data active = activation above about 4.9%;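 note: 0% = median of compound wells and 100% = cells with positive control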
Target sequence (Q8TDV0 whole entry, looked up): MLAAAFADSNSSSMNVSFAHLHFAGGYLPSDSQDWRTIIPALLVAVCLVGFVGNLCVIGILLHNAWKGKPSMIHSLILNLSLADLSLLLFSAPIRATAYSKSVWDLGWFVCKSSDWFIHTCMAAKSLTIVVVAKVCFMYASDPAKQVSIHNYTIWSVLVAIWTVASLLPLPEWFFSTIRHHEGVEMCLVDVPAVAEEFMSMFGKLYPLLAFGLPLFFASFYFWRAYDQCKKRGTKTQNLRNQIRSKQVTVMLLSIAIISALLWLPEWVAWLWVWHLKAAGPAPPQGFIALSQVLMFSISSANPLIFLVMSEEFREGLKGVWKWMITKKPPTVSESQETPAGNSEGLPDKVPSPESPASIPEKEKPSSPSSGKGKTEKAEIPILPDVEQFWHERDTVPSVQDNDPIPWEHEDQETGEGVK
TEAD-YAP block: TEAD-YAP interaction inhibition | HEK-TIYL cells, TEAD-Gal4/YAP UAS-luciferase luminescence | inhibition, % at 9.12 µM | 1.4% of 640,000 active | AID 1259422; in the data active = inhibition above about 32%;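 note: 0% = median of test compound wells and 100% = reference inhibitor wells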
MITF primary: inhibitors of human MITF; inhibition, % at 2.6 µM; 0.91% of 650,000 active; AID 1259374; O75030; AlphaScreen MITF homodimerization, bead proximity signal; in the data active = inhibition above about 50%;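 note: 0% = vehicle wells with protein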
* = called active by the depositor.

SMILES | FBW7 act | GPR151 activ | TEAD-YAP block | MITF primary
N#CCC(=O)N/N=C/c1ccc(-c2ccccc2[N+](=O)[O-])o1 | -0.1 | -0.4 | 1 | -9
C=CCOc1ccc(/C=c2\sc3n(c2=O)C(c2ccc(N(C)C)cc2)C(C(=O)OCC)=C(C)N=3)cc1 (stereo not given) | 0.0 | 0.2 | -13 | -7
CN(C)c1cccc(Nc2nccn3c(-c4cccnc4)cnc23)c1 | -0.1 | 0.4 | 2 | -11
COc1ccc2c(c1)C(C)(Cc1ccc(Cl)cc1)C(=O)N2 (stereo not given) | 0.3 | 0.9 | 5 | 15
OCCC1CN(Cc2cnn(-c3cccc(F)c3)c2)CCN1Cc1cccs1 (stereo not given) | 0.0 | -0.2 | 15 | 2
Cc1ccc(CN2CCc3c(nc(N4CC(C)OC(C)C4)[nH]c3=O)C2)cc1 (stereo not given) | 0.6 | -1.1 | 0 | -8
Nc1nonc1C(=O)N/N=C/c1cc(Br)cc(Br)c1O | -0.6 | 2.7 | 7 | 3
COc1ccccc1N1CCN(CC(=O)NCC2CCCO2)CC1 (stereo not given) | -0.2 | 2.4 | 12 | 49
O=C(CC1C(=O)NCCN1Cc1cccc(Oc2ccccc2)c1)NCc1ccon1 (stereo not given) | 0.0 | -0.6 | 0 | 0
COCC(O)Cn1c2ccccc2c2ccccc21 (stereo not given) | 0.0 | -0.7 | 16 | 4
Cc1c(C(=O)OCC(=O)c2ccccc2Cl)cccc1[N+](=O)[O-] | -0.2 | 1.2 | -8 | -3
O=C(CSc1cccc[n+]1[O-])Nc1ccc(OC(F)(F)F)cc1 | -0.1 | -1.3 | -9 | -11
Cc1ccc(C(=O)CSc2nc3ccccc3c(=O)[nH]2)cc1C | -0.2 | -0.2 | -5 | 16
O=C(c1cccc2ccccc12)n1c(=O)oc2cc(Cl)ccc21 | 0.0 | -0.1 | 0 | 10
CCOc1cc(/C=N/NC(=O)C(C)Sc2ccccc2)ccc1O (stereo not given) | 0.0 | 0.9 | -6 | 10
CCN(CC)/C(=N\S(=O)(=O)c1ccc(C)cc1)c1ccccc1 | 0.0 | 0.0 | 7 | -6
CCC(C)N(C(=S)Nc1cc(F)cc(F)c1)C1CCN(C(C)=O)CC1 (stereo not given) | 0.0 | 0.8 | -1 | -4
O=C1CC(N2CCN(c3ccc(Cl)cc3)CC2)C(=O)N1c1ccc(Cl)c(Cl)c1 (stereo not given) | 0.0 | -0.6 | 3 | 10
Cc1ccc2c(c1)C(C)(c1ccccc1)CC(C)(C)N2C(=O)CN1C(=O)C2CCCCC2C1=O (stereo not given) | 0.2 | 0.8 | -2 | -1
C/C(=N\NC(=O)COc1ccccc1)c1ccc(N)cc1 | -0.1 | -0.5 | -22 | 6
Cc1ccc(N=Cc2c(C)[nH]n(-c3ccccc3)c2=O)cc1N=Cc1c(C)[nH]n(-c2ccccc2)c1=O | 0.2 | 2.3 | -16 | 11
CCN(CC)C(=O)Cn1c(=O)c2cccn2c2cccnc21 | -0.1 | 0.1 | -9 | -3
Cc1nc2c(-c3ccc(Cl)cc3)c(C)nn2c(N)c1-c1ccccc1 | 1.0 | -0.9 | 34* | 20
O=C(Cn1c(CO)cnc1SCc1ccc(Br)cc1)NC1CC1 | -0.2 | 1.1 | 5 | 3
O=C(NCc1ccco1)c1ccc2c(c1)S(=O)(=O)N=C1CCCCCN12 | -0.1 | -0.9 | 7 | 2
N#Cc1cccc(NC(=O)c2ncc(Cl)c(Cl)c2Cl)c1 | 0.4 | -1.3 | 6 | 12
O=C(N/N=C/c1ccc([N+](=O)[O-])s1)c1cc2ccccc2cc1O | -0.1 | 0.0 | -12 | 2
O=C(c1ccc2c(=O)n(-c3ccccc3)c(SCc3cccc(Cl)c3)nc2c1)N1CCCCC1 | -0.1 | 0.6 | 2 | 4
c1ccc(-c2ccc(-c3nc(-c4c[nH]c5ccccc45)[nH]c3-c3ccc(-c4ccccc4)cc3)cc2)cc1 | 0.2 | 1.7 | 8 | 0
Cc1cc(OC(=O)c2ccccc2)c(C(C)C)cc1NC1=NS(=O)(=O)c2ccccc21 | -0.2 | 0.6 | 1 | -7

Some of the entries above, reformatted.
Values run as follows: FBW7 act, GPR151 activ, TEAD-YAP block, MITF primary
- N#Cc1cccc(NC(=O)c2ncc(Cl)c(Cl)c2Cl)c1
→ 0.4, -1.3, 6, 12
- c1ccc(-c2ccc(-c3nc(-c4c[nH]c5ccccc45)[nH]c3-c3ccc(-c4ccccc4)cc3)cc2)cc1
→ 0.2, 1.7, 8, 0
- Cc1ccc(C(=O)CSc2nc3ccccc3c(=O)[nH]2)cc1C
→ -0.2, -0.2, -5, 16
- N#CCC(=O)N/N=C/c1ccc(-c2ccccc2[N+](=O)[O-])o1
→ -0.1, -0.4, 1, -9
- O=C(CC1C(=O)NCCN1Cc1cccc(Oc2ccccc2)c1)NCc1ccon1 (stereo not given)
→ 0.0, -0.6, 0, 0
- OCCC1CN(Cc2cnn(-c3cccc(F)c3)c2)CCN1Cc1cccs1 (stereo not given)
→ 0.0, -0.2, 15, 2
- O=C1CC(N2CCN(c3ccc(Cl)cc3)CC2)C(=O)N1c1ccc(Cl)c(Cl)c1 (stereo not given)
→ 0.0, -0.6, 3, 10

(cont.)
SMILES | FBW7 act | GPR151 activ | TEAD-YAP block | MITF primary
Cc1cc(-n2c(SCc3cccc(F)c3)nc3ccsc3c2=O)ccc1Cl | 0.9 | 3.4 | -6 | 14
CC(=O)OC(C(=O)NC1CCCC1)c1ccncc1 (stereo not given) | 0.1 | 1.6 | -6 | -4
CCc1nnc2n1N(C(C)=O)C(c1ccc(C(C)(C)C)cc1)=C(C(C)=O)S2 | -0.1 | 1.6 | 4 | -3
NC(=O)c1c(NC(=O)/C=C/c2ccccc2)sc2c1CCCCC2 | -0.1 | 0.8 | -36 | -2
COc1cc(C2OC3=C(C(=O)CC(C)(C)C3)C(N)=C2C#N)ccc1O (stereo not given) | 0.3 | -2.1 | 11 | -3
NC(=O)CN1CCC2(CC1)NC(=O)c1ccccc1O2 | 0.2 | 0.2 | 1 | 14
Cc1ccc2nc(NS(=O)(=O)c3ccc(O)c(C(=O)O)c3)sc2c1 | 0.0 | -3.4 | 10 | 65*
c1ccc(OCCNc2nc(-c3ccccc3)nc3c2ncn3C2CCCCC2)cc1 | 0.0 | 2.7 | -2 | 7
COc1ccccc1NC(=O)NC1(C(=O)NCc2cccnc2)CCCCC1 | 0.0 | -0.8 | 3 | 5
CCCNC(=O)C(CC)c1ccccc1 (stereo not given) | 0.0 | -0.7 | -3 | -10
CC(C)(O)C#Cc1ccc(C(=O)NCCc2ccc(S(N)(=O)=O)cc2)cc1 | -0.2 | -0.1 | 2 | -6
CCn1c2cc(C)oc2c2cnn(CC(=O)c3ccc4c(c3)OCCO4)c(=O)c21 | 0.1 | -0.3 | 4 | 11
CN1CCC(NCc2ccc(F)cc2)CC1 | 0.1 | 3.4 | -15 | 57*
O=C(NC12CC3CC(CC(C3)C1)C2)C1CC(=O)N(c2ccc(Br)cc2)C1 (stereo not given) | 0.0 | 1.8 | 2 | -7
COC(=O)c1ccccc1NC(=O)C(=O)NC1CC1 | -0.1 | 1.0 | 13 | -3
Cc1ccc(C(=O)N2c3ccccc3N=C(c3ccc(Cl)cc3)CC2c2ccccc2)cc1 (stereo not given) | -0.1 | 1.5 | -18 | 1
CO[C@H]1[C@H](NC(=O)CSC)c2ccccc2C12CCN(Cc1ccncc1)CC2 | 0.1 | 1.2 | -2 | 8
O=C(CSc1nc2ccc(N3CCOCC3)cc2c(=O)n1Cc1ccccc1)c1ccccc1 | 0.7 | -1.7 | -5 | 14
CC(=O)N1CCc2cc(S(=O)(=O)CCC(=O)Nc3cccc(Cl)c3C)ccc21 | -0.3 | 0.3 | 3 | 5
O=C(Cc1ccc(F)cc1)NCC1CCCO1 (stereo not given) | 0.1 | 2.0 | 5 | 1
O=C(CN1c2cccc3cccc(c23)S1(=O)=O)NC1CCCCCC1 | 0.1 | -0.1 | 6 | 3
CCOc1ccc(C(c2c(-c3ccccc3)[nH][nH]c2=O)c2c(-c3ccccc3)[nH][nH]c2=O)cc1 | 0.0 | -0.8 | 1 | 4
Cc1nc2sc(C(c3ccc(F)c(F)c3)N3CCCCC3)c(O)n2n1 (stereo not given) | -0.1 | 0.6 | 14 | 2
CC(=O)NCCc1cc2ccc(C)c(C)c2[nH]c1=O | -0.2 | 0.7 | -2 | 2
O=C1N=C(N2CCCC2)S/C1=C\c1cn[nH]c1-c1ccccc1 | 0.0 | 7.6* | 4 | 0
CCOC(=O)N1CCC(NC(=O)c2cnn3c(C)c(Cc4ccccc4Cl)c(C)nc23)CC1 | 0.1 | -0.8 | 6 | 3
CCCNc1nc(OC)nc(-c2ccc(OC)cc2)n1 | 0.4 | 2.7 | -7 | 22
O=C(NCc1ccc(F)cc1)c1ccc(NC2=NCCS2)cc1 | -0.2 | 0.0 | -1 | -20
Cc1ccccc1NC(=O)CN1C(=O)C2CC=C(Cl)CC2C1=O (stereo not given) | 0.0 | 1.3 | -2 | -3
COc1ccc(Cl)cc1C(=O)NNC(=O)c1[nH]c(C)c(C(C)=O)c1C | -0.2 | 0.1 | -16 | 0
C=CCn1c(N)c(C(=O)NCCN2CCOCC2)c2nc3ccccc3nc21 | -0.1 | -1.1 | 1 | -14
CC1CCN(C(=O)C2CCCN(S(=O)(=O)c3ccc4c(c3)oc(=O)n4C)C2)CC1 (stereo not given) | 0.1 | -0.3 | 2 | -20
COc1cc(C2CC(=O)c3c([nH]c(C(=O)OCCSC)c3C)C2)cc(OC)c1OC (stereo not given) | 0.2 | 4.9 | 56* | 7
CCCCc1nnc(NC(=O)CCS(=O)(=O)Cc2ccccc2)s1 | 0.1 | 3.5 | 1 | 4
N#Cc1ccc(NC(=O)COc2ncnc3c2cnn3-c2ccccc2)cc1 | 0.2 | -0.5 | 5 | 3
CCOC(=O)CSc1nc(C)cc(Oc2ccc(=O)n(C)n2)n1 | -0.1 | -0.9 | 5 | 6
CC1=C(C(N)=O)C(c2ccccc2)n2nc(SCc3ccccc3)nc2N1 (stereo not given) | 0.0 | -0.3 | 9 | -8
CCOc1ccccc1C(=O)Oc1coc(CSc2ncccn2)cc1=O | -0.1 | 0.2 | 11 | -3
O=C(COc1ccccc1Br)NCCCN1CCOCC1 | 0.1 | 1.8 | 5 | 6
CCC(C)NC(=O)c1sc2ncn(CC)c(=O)c2c1C (stereo not given) | 0.0 | 0.8 | -8 | 14
Cc1ccc(S(=O)(=O)CCC(=O)OCC(=O)NC(=O)C2COc3ccccc3O2)cc1 (stereo not given) | 0.0 | 0.0 | 0 | -1
CC(C)(C)c1ccc(OCC(=O)NNC(=O)/C=C/c2ccccc2)cc1 | 0.1 | 0.2 | 7 | 8
CC(C)c1ccc(NC(=O)C2CCN(S(=O)(=O)c3cccc4cnccc34)CC2)cc1 | -0.1 | 2.7 | 16 | -5
NC(=O)C1CCN(C(=S)NC(=O)c2ccc(F)cc2)CC1 | -0.1 | -1.5 | -6 | -18
Cc1ccc(CNC(=O)CN(C)S(=O)(=O)c2cnc[nH]2)cc1 | 0.2 | 0.3 | 2 | -1
O=C(Oc1ccc(CO)c(O)c1)c1ccccc1 | -0.1 | -0.4 | 1 | 3
CCCNc1ncnc2nc(-c3ccc(C(=O)NC4CC4)cc3)[nH]c12 | 0.1 | 2.2 | 5 | 2
O=C(Nc1ccccc1Oc1cccnc1)C1CCCN(Cc2ccccc2O)C1 (stereo not given) | 0.0 | -0.3 | 2 | 5
CC(=O)N1CCc2cc(S(=O)(=O)NCCC(=O)Nc3ccccc3C)ccc21 | 0.0 | 2.1 | -11 | -8
Cc1ccc(S(=O)(=O)N(CCCN2CCOCC2)Cc2cccs2)cc1 | 0.1 | 0.4 | -2 | 28
FC(F)(F)c1ccc(Cn2cnc3c(NC4CCN(Cc5ccccc5)CC4)nc(Nc4nccc5ccccc45)nc32)cc1 | 0.0 | 0.2 | 4 | 1
COc1ccc(/C=C/C(=O)Nc2ccc3c(c2)OCO3)cc1Br | 0.1 | -0.6 | -15 | -2
CCOc1ccc(C(=O)N/N=C(/C)c2ccccc2)cc1 | -0.1 | -0.9 | -10 | 3
COc1nc(C)nc2sc3c(c12)CCCC3 | 0.0 | -0.5 | -4 | -2
CCCNc1nc(N2CCN(c3ccccn3)CC2)ncc1C | -0.1 | -1.5 | 14 | -5
O=C(Nc1ccc(-c2nc3ncccc3o2)cc1)c1ccc(I)cc1 | 0.1 | 0.8 | -6 | 4
CCOC(CNC(=O)c1ccc(CNS(=O)(=O)c2ccc(F)cc2)cc1)OCC | 0.1 | -1.1 | 9 | 8
COc1ccc(-c2nn(-c3ccccc3)cc2C(=O)Nc2nccs2)cc1[N+](=O)[O-] | 0.4 | -0.9 | 2 | 11
COC(=O)c1cc(NC(C)=O)ccc1O | 0.0 | 0.1 | 10 | 14
CCCCc1nnc(NC(=O)c2ccccc2[N+](=O)[O-])s1 | 0.8 | 0.0 | 1 | 12

(more compounds)
SMILES | FBW7 act | GPR151 activ | TEAD-YAP block | MITF primary
Cc1ccc(OCCCn2c(-c3ccc(Cl)cc3)nc3ccccc3c2=O)cc1C | -0.2 | -0.8 | 5 | 1
Cc1cccnc1C(c1ccccc1)N(C)C(=O)C1CCN(C(=O)C2CC2)CC1 (stereo not given) | -0.1 | -1.0 | -5 | 12
COc1ccc(NC(=O)CSc2nc(C(C)(C)C)cs2)cc1 | -0.2 | 0.1 | 8 | -6
O=C(c1ccncc1)N1CC[C@@H]2[C@H](CCCN2Cc2ccc(F)cc2)C1 | 0.0 | 1.3 | -7 | 4
Cc1c(-c2nc3cnccn3c2NC2CCCC2)cnn1C | 0.0 | 0.9 | -2 | 1
CCOC(=O)c1c(NC(=O)c2ccc(NCCCO)c([N+](=O)[O-])c2)sc2c1CCCC2 | -0.1 | 0.4 | 3 | 5
O=C1CC(c2cccc(Cl)c2Cl)c2cc(Br)c3ccccc3c2N1 (stereo not given) | 0.7 | 0.7 | -1 | -1
CCN(CC(=O)Nc1ccccc1OC)C(=O)c1ccco1 | 0.1 | -1.5 | -4 | 5

High-throughput results (PubChem)
